mcGAS inh: mouse cGAS inhibition by luminescence | Q8C6L5 | recombinant cGAS, Kinase-Glo ATP depletion luminescence | inhibition, % at 12.5 µM | 160,000 tested, 0.15% active;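 also: 0% = negative control wells and 100% = reference inhibitor with no enzyme activity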
NPYLR7 ag: mosquito NPYLR7 agonism | HEK293T NPYLR7/Galpha15, GCaMP6s calcium fluorescence | activation, % at 10 µM | 270,000 tested, 0.15% active | AID 1259423; in the data active = activation above about 40%;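 also: 0% = vehicle and 100% = reference agonist at the receptor; some compounds past the cut are filed as inactive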
hcGAS lum: human cGAS inhibition; Q8N884; recombinant h-cGAS, ATP depletion, Kinase-Glo luminescence; inhibition, % at 12.5 µM; 290,000 tested, 0.081% active; AID 1259398;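 also: 0% = vehicle reaction and 100% = reaction without DNA for no activity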
Target sequence (Q8N884 whole entry, looked up): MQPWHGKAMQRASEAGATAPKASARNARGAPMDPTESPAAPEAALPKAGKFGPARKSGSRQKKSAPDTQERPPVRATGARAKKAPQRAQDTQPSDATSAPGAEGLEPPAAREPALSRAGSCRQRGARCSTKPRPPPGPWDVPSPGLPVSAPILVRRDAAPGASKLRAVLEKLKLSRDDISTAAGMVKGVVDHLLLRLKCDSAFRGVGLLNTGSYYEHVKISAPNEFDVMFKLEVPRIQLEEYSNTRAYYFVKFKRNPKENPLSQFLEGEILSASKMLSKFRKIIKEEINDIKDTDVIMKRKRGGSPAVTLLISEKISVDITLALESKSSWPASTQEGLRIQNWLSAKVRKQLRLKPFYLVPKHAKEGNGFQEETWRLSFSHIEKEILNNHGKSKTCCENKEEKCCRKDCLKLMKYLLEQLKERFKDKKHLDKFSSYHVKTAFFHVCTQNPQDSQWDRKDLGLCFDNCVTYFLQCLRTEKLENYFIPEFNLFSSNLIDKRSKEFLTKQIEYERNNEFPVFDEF
Active calls of the source: *; · = not tested or not shown; & = joins results of further samples. Rule as the data show it, unless noted: active = inhibition above about 40%; inactive = the rest. Random draw from the library; 0.29% or so of the library scored in one or more.

#	structure	mcGAS inh	NPYLR7 ag	hcGAS lum
1	COCCn1cc(C(=O)Nc2cccc(C)n2)c2nn(-c3ccccc3)c(=O)c-2c1	1	2	1
2	Cc1ccc(NC(=O)c2ccc(CSc3nc(Cl)cc(N(CCc4ccccc4)Cc4ccccc4)n3)cc2)cc1	-3	-2	-6
3	O=C(c1ccccc1Cl)N1CCSC1c1ccccc1C(F)(F)F (stereo unspecified)	-3	-4	-6
4	O=S(=O)(Nc1ccc(Cl)cc1F)c1cnc[nH]1	·	21	-4
5	O=C(CC(c1ccccc1)(c1ccccc1)c1ccccc1)NC(c1ccc(F)cc1)c1ccc(SCc2ccccc2)cc1 (stereo unspecified)	-3	-6	-7
6	Cc1ccc(C(C)C)cc1S(=O)(=O)N1CCC(C(N)=O)CC1	·	-15	-11
7	CC(=O)N=c1sc(S(N)(=O)=O)nn1C	-7	-10&-4&-3	-1&-7&-6
8	CN(C)Cc1ccc(Sc2ccccc2Cl)cc1	·	-2	-8
9	CC(=O)Nc1ccc(-c2nccn2CCCN(C)C)cc1	-10	-2	-3
10	COc1ccc(N(C)S(=O)(=O)c2ccsc2-c2nc(-c3cccc(C)c3)no2)cc1Cl	-8	·	-5
11	CCOC(=O)C1=C(C)NC2=C(C(=O)CCC2)C1c1ccc(OC)c(O)c1 (stereo unspecified)	-5	3	-4
12	CCc1ccc(CN2CCCN(C(=O)COC)CC2)nc1	-21	1	-5
13	Cc1nc2c(c(=O)n1C)CCN(C(=O)c1ccccc1-c1nccn1C)CC2	-11	2	-8
14	Cn1nc(C2CC2)c2cnn(-c3ccc(F)cc3)c2c1=O	·	6	-2
15	CCN1C(=O)NC(c2ccc(C(=O)OC)cc2)C(C(=O)OC)=C1C (stereo unspecified)	-7	0	-7
16	COc1ccc(-n2nc(C3CC3)c(C(=O)NCc3cccnc3)c2C)cc1	-8	·	-2
17	Cc1csc(CN(C2CC2)C(C)c2ccccc2Cl)n1 (stereo unspecified)	·	7	-16
18	CC(C)c1nccc(CN2CCN(S(=O)(=O)c3ccccc3)CC2)n1	·	1	-7
19	CC(C)Cc1nc(N2CCN(C(=O)NC3CCCCC3)CC2)c2c(-c3cccc(Oc4ccccc4)c3)noc2n1	-3	18	1
20	Cc1cc(C2CCCN2c2cc(Cl)nc(N)n2)no1 (stereo unspecified)	-12	4	-6
21	CC(N=Cc1c(O)n(Cc2ccccc2)c(=S)[nH]c1=O)c1ccccc1 (stereo unspecified)	·	1	-1
22	COC(=O)c1ccc(Cn2nc(C3CC3)c3cnn(-c4cccc(Cl)c4)c3c2=O)o1	·	9	-7
23	O=C(CSc1nc(=O)n(CC2CCCO2)c2c1CCC2)Nc1ccccc1[N+](=O)[O-] (stereo unspecified)	-7	-6	-5
24	COc1ccc(/C=C/C(=O)Nc2ccccc2Cl)cc1S(=O)(=O)N1CCCCC1	-15	-4	-8
25	COc1cc2c(cc1OC)C(c1ccccc1Cl)N(C(=O)c1c(-c3ccccc3)noc1C)CC2 (stereo unspecified)	1	-6	-1
26	COC(=O)c1ccc(CN2CCC3(CC2)OCCCO3)o1	-6	-3	-4
27	COc1ccc(C(=O)C2CCCN(Cc3cnc(-c4cccc(C)c4)nc3)C2)c(OC)c1 (stereo unspecified)	-10	15	-8
28	CSCCC(C)N(C)S(=O)(=O)c1cnc(C(C)C)[nH]1 (stereo unspecified)	·	10	-18
29	CC(NC(N)=O)C(=O)N(C)C1c2ccccc2-c2ccccc21 (stereo unspecified)	·	-2	-4
30	Cc1nc2n(n1)CC(NCc1ccc(N3CCOCC3)c(F)c1)CC2 (stereo unspecified)	·	12	-10

Of the compounds above, these have an aryl thioether with sulfur outside any ring:
#	structure	mcGAS inh	NPYLR7 ag	hcGAS lum
2	Cc1ccc(NC(=O)c2ccc(CSc3nc(Cl)cc(N(CCc4ccccc4)Cc4ccccc4)n3)cc2)cc1	-3	-2	-6
5	O=C(CC(c1ccccc1)(c1ccccc1)c1ccccc1)NC(c1ccc(F)cc1)c1ccc(SCc2ccccc2)cc1 (stereo unspecified)	-3	-6	-7
8	CN(C)Cc1ccc(Sc2ccccc2Cl)cc1	·	-2	-8
23	O=C(CSc1nc(=O)n(CC2CCCO2)c2c1CCC2)Nc1ccccc1[N+](=O)[O-] (stereo unspecified)	-7	-6	-5

Additional structures.
#	structure	mcGAS inh	NPYLR7 ag	hcGAS lum
31	COc1cc(Cl)c(C(=O)N2CCOC(COCc3ccccc3F)C2)cc1OC (stereo unspecified)	-5	-3	0
32	CCOC(=O)c1c(NC(=O)c2sc3cccc(Cl)c3c2Cl)sc2c1CCCC2	-2	2	1
33	CCCN(Cc1ccc(SC)cc1)Cc1cc(C)nn1C	-9	1	-1
34	COCCCNC(=O)Cn1c(=O)n(CC(=O)NCCc2ccccc2)c(=O)c2sccc21	·	3	-1
35	Cn1c(=O)[nH]c(=O)c2c1nc(N1CCN(Cc3cccc(Cl)c3)CC1)n2Cc1ccccc1Cl	·	18	-2
36	COc1ccc(N2CCN(C(=O)C3CC=CCC3C(=O)Nc3ccc(OC)nc3)CC2)cc1 (stereo unspecified)	·	-3	-4
37	CCNc1nn(CC(=O)NCc2ccccc2Cl)c(N)c1-c1nc(-c2ccccc2C)no1	-6	·	-1
38	Cc1c(C#N)c(N)n(CCN2CCNCC2)c1C	·	7	-15
39	CC(C(=O)NCc1ccccc1Cl)N(C)Cc1cn[nH]c1 (stereo unspecified)	·	3	2
40	COc1ccc(NS(=O)(=O)c2ccc(NS(=O)(=O)c3ccc(OC)c(C)c3)cc2)cc1	-5	-7	-6
41	FC(F)(F)c1cc(Sc2ncc[nH]2)n2ncnc2n1	·	2	5
42	O=C(NCc1cccnc1)C(C1CCCC1)N1CCN(C(=O)C2CC2)CC1 (stereo unspecified)	-6	12	-3
43	CCNC(=O)N[C@@H]1[C@@H](O)C[C@@H]2C[C@H](c3ccccn3)OC[C@@]21O	-9	10	-6
44	Nc1nnc(SCC(=O)N(C2CCCCC2)C2CCS(=O)(=O)C2)s1 (stereo unspecified)	·	14	-7
45	CCCCN(CC(=O)N1c2ccccc2-n2cccc2C1c1cccc(C)c1)C(=O)c1ccc(OC)cc1OC (stereo unspecified)	-4	4	-2
46	CCNC(=O)C(C)Sc1nc(-c2ccco2)nc2ccccc12 (stereo unspecified)	·	-16	0
47	CCCCS(=O)(=O)N1CCC2(CC1)C(=O)N(CC(=O)NCCc1ccccc1OC)CN2c1ccccc1	-2	-5	-4
48	CCOc1cccc2cc(-c3nnc(-c4ccccc4)o3)c(=O)oc12	-8	-5	-1
49	Cc1[nH]c2ccc(F)cc2c1CC(=O)N=c1sccn1C	·	3	-1
50	O=C1NCC(=O)N2CCN(C(=O)c3ccc4scnc4c3)CC12 (stereo unspecified)	·	9	-5
51	CN(Cc1nccn1C)c1nccc(CCC(F)(F)F)n1	·	5	-2
52	O=C(CSc1nc2ccccc2[nH]1)N/N=C\c1c(F)cccc1Cl	-5	10	-3
53	CC(C)(C)c1cc(C(=O)Nc2ccc(-c3onc4c3CCCC4)cc2)n(Cc2ccccc2)n1	-4	24	-6
54	CN(C)CCCN(C(=O)c1nc2ccccc2s1)c1nc2c(F)cccc2s1	-7	5	-4
55	CC1CCCC(C)N1C(=O)/C=C/c1ccc(S(=O)(=O)N2CCOCC2)cc1 (stereo unspecified)	·	3	-6
56	CC1CCN(Cc2nc(-n3ccnc3)c3c4c(sc3n2)CCC4)CC1	·	-2	0
57	Cc1ccc(C2c3ccccc3CCN2C(=O)Nc2cccc(F)c2)cc1 (stereo unspecified)	-6	25	-2
58	C=CCCCCCCCCCCCC(O)CC(O)COC(C)=O (stereo unspecified)	·	-24&-11	2&-2
59	O=C1O[C@@H]2[C@@H]3NC(=S)N(c4ccccc4)[C@@H]3[C@H]1C[C@H]2O	-8	-11	-5
60	O=C(CSc1ccc(-c2ccncc2)nn1)N1CCCCCC1	-6	4	-4

Next records follow:
#	structure	mcGAS inh	NPYLR7 ag	hcGAS lum
61	COc1ccc(CN(C)C(=O)Nc2ccc(C)cc2)c(OC)c1	-9	0	-18
62	Cc1cc(O)c(C(c2cccnc2)c2c(O)cc(C)oc2=O)c(=O)o1	·	2	-8
63	C=CCn1c(=O)c2c(nc3n(-c4ccc(C(F)(F)F)cc4)c(C)c(C)n23)n(C)c1=O	-6	-2	-5
64	CC(c1ccccc1)N1Cc2cc(NC(=O)c3ccc(Cl)c(Cl)c3)ccc2OCC1=O (stereo unspecified)	-4	·	-4
65	O=C(/C=C/c1cc(C(F)(F)F)ccc1Cl)NCc1ccon1	·	5	-7
66	CC(C)N(Cc1cccc(OS(=O)(=O)c2cccc(C(F)(F)F)c2)c1)C(=O)Nc1cccc(F)c1	-2	-9	2
67	CN1CCC(N(C)C(=O)CCC2CCCN(Cc3cnn(-c4ccc(F)cc4)c3)C2)CC1 (stereo unspecified)	-1	-14	6
68	COCCCCS(=O)(=O)c1ccc(C)c(C)c1	·	-1	-20
69	COCc1nc2ccccc2[nH]1	·	2	-8
70	Cc1cnc(NC(=O)CCNS(=O)(=O)c2ccc(C)c(C)c2)s1	·	0	-11
71	CC(=O)NC(c1ccccc1)(c1ccccc1)C(F)(F)F	-8	-2	-6
72	CC(=O)c1[nH]c(C)c(C(=O)N2CC(OCc3ccccc3F)C2)c1C	·	-4	2
73	CN(C)N=CC=C1CCC(=Cc2ccc(Br)cc2)C1=O	·	5	-8
74	CCOc1ccc(-c2nc(N(CC)Cc3ccccc3)c3ccccc3n2)cc1	-5	-3	-6
75	CCOC(=O)c1cc([C@@H](C)CCC=C(C)C)sc1NC(=O)c1ccccc1C(F)(F)F	-4	11	-4
76	CC(C)Cc1cc(CNC(=O)c2cc3ccccc3oc2=O)no1	-9	-1	-4
77	Cn1ccnc1C(O)C1CCN(Cc2cc3n(n2)CCNC3)CC1 (stereo unspecified)	·	6	-2
78	CC(=O)c1ccc(NC(=O)CC2SC(=NC3CC3)NC2=O)cc1 (stereo unspecified)	·	3	-6
79	Cc1c(C(=O)CSc2n[nH]c(=O)n2C2CC2)sc2ccccc12	·	2	0
80	O=C(NCCc1cccs1)c1ccccc1N1CCC(NC(=O)C2CCCC2)CC1	-5	-6	-7
81	O=C(NCc1cccnc1Oc1ccc(F)c(F)c1)C1(c2ccccc2)CC1	·	0	-3
82	O=C(C=Cc1ccc2c(c1)OCO2)n1ccnc1	·	4	4
83	CC(C)C(C(=O)NNC(=O)c1ccc(-n2cnnn2)cc1)N(C)C (stereo unspecified)	·	0	9
84	Cc1ccc2cc(CN3CCN(CCn4cncn4)CC3)c(=O)[nH]c2c1	·	3	-3
85	O=C(NCCCN1CCN(c2ccc(F)cc2)CC1)NC12CC3CC(CC(C3)C1)C2	-6	·	-2
86	CCc1cccc2c(C(CC(=O)N(CCC#N)Cc3cccnc3)c3cccc([N+](=O)[O-])c3)c[nH]c12 (stereo unspecified)	-3	9	-3
87	c1coc(CNc2nc3nonc3nc2N2CCSCC2)c1	·	-1	3&1
88	Cc1nn(C)c(C)c1CCNC(C)CC1CCCCCN1C(=O)OC(C)(C)C (stereo unspecified)	·	13	-9
89	Cc1nc2ccc(C(=O)N3CCN(C(=O)c4ccco4)CC3)cn2c1N(C)C(=O)CCc1ccccc1	1	-3	-1
90	CCc1ccc(C(=O)N2CCSC2c2ccc(C)cc2C)cc1 (stereo unspecified)	-5	3	-2

2 compounds from above, reduced to hcGAS lum:
| item | SMILES | hcGAS lum |
| --- | --- | --- |
| 69 | COCc1nc2ccccc2[nH]1 | -8 |
| 70 | Cc1cnc(NC(=O)CCNS(=O)(=O)c2ccc(C)c(C)c2)s1 | -11 |

3 compounds drawn at random from the list so far:
#	structure	mcGAS inh	NPYLR7 ag	hcGAS lum
19	CC(C)Cc1nc(N2CCN(C(=O)NC3CCCCC3)CC2)c2c(-c3cccc(Oc4ccccc4)c3)noc2n1	-3	18	1
52	O=C(CSc1nc2ccccc2[nH]1)N/N=C\c1c(F)cccc1Cl	-5	10	-3
5	O=C(CC(c1ccccc1)(c1ccccc1)c1ccccc1)NC(c1ccc(F)cc1)c1ccc(SCc2ccccc2)cc1 (stereo unspecified)	-3	-6	-7

The list goes on:
#	structure	mcGAS inh	NPYLR7 ag	hcGAS lum
91	Cc1ccccc1NC(=O)Cn1nc2ccc(SC3CCCCC3)nn2c1=O	-9	2	-7
92	Cc1cc(C)cc(NCCn2c(C)c(C)n3c4c(=O)n(C)c(=O)n(C)c4nc23)c1	-9	5	-8
93	Cc1nc(Nc2ccc(NC(=O)Nc3ccccc3C)cc2)cc(-n2cccn2)n1	-9	-4	-4
94	Cc1ncnc(NCC(C)N2CCN(C)CC2)c1C (stereo unspecified)	1	·	9
95	COC(=O)c1scc(-c2ccc(C)cc2)c1S(=O)(=O)N1CC=C(c2ccccc2)CC1	-8	9	-5
96	CCOC(=O)/C=C/c1c(C)c(C#N)c(=O)n(C)c1Cl	·	2	-2
97	Cc1cncc(C(=O)NCCc2nnc3n2CCNCC3)c1	·	3	-4
98	Cc1nccn1-c1ccc(CNC(=O)[C@@H]2CCCCN2)cc1	-11	0	-6
99	O=C(c1ccc(F)cc1)N1CCN(c2nc(-c3ccccc3Cl)nc3cc(Cl)ccc23)CC1	-5	20	-2
100	CC(Oc1ccc(F)cc1F)C(=O)N1CCC2(CCCO2)CC1 (stereo unspecified)	-2	-4	0
101	Cc1c(Cl)cccc1-n1cc[nH]c1=S	0	-4	3
102	Cc1sc2ncnc(SCC(=O)c3cc(C)n(CC4CCCO4)c3C)c2c1C (stereo unspecified)	·	-5	-9
103	O=C(NCCc1nc2c(s1)CCC2)C1CC2(CCNCC2)CN1 (stereo unspecified)	-6	·	-11
104	COc1cc(C2c3[nH]c4ccccc4c3CCN2C(=O)CCCN2CCCC2=O)ccc1F (stereo unspecified)	·	6	-4
105	CCN(CC)C(=O)Cn1cc(C(=O)N2CCCCC2CCn2cccn2)nn1 (stereo unspecified)	·	5	-5
106	CCc1ccc(NC(=O)N2CCC3(CC2)SCCN3C(=O)c2ccccc2F)cc1	-5	-3	-5
107	CCCNC(=O)Nc1cccc(C)c1-c1nc2cc(Cl)ccc2o1	0	-1	0
